GoLoco inh red = blocks human Gai1 binding to RGS12 GoLoco peptide, red readout | AID 880 | Gai1:RGS12 GoLoco peptide FP, rhodamine, 10 min | P63096 | actives 0.44% (n = 230,000) | Potency, µM (series often up to 61.6 µM), for the others: top-dose activity, negative = inhibition, most hits filed as inhibitors; active = well fitted inhibition curve with a large enough effect, not every such curve was filed as active; inactive = no such curve, though single readings can be large or run the other way; note: % is set by controls: 0 for no effect and ±100 for the full control effect; nearly all actives have a fitted effect of over 30% in size; many of its hits are not listed in these tables
Target sequence (P63096 whole entry, looked up): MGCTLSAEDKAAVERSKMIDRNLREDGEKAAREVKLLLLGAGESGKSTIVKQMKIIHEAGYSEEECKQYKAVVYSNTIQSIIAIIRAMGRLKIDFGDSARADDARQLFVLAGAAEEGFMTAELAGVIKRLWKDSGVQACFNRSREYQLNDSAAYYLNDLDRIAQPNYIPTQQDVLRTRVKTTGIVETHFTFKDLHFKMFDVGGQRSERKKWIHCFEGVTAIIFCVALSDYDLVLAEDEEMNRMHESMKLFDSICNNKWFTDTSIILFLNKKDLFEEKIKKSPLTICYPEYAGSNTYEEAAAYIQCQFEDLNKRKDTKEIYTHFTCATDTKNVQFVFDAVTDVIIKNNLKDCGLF
HttQ103 aggreg = reduces HttQ103-GFP aggregates in PC12 cells. AID 1688. actives 1.1% (n = 220,000). Potency, µM (doses to about 46.1 µM), without a hit: at the highest dose activity change, negative = inhibition, actives largely listed as inhibitors. PC12 HttQ103-GFP aggregates, Acumen cytometry, 40 h; note: % is set by controls: 0 for no effect and ±100 for the full control effect; nearly all actives have a fitted effect of over 60% in size
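Aggregate formation scored by laser-scanning cytometer (488 excitation, 500–530 emission) in lysed PC12 cells expressing Q103-GFP after 100 nM tebufenozide induction; library tested in dose series, with ATPLite reagent added in the multiplex.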
GAA glycogen = GAA glycogen-cleavage inhibition or activation | recombinant GAA, glycogen substrate, Amplex Red glucose oxidase fluorescence | P10253 | Potency, µM (titrated, usually from 76.4 µM), for inactives: at the highest dose activity change, negative = inhibition, most hits filed as inhibitors | actives 0.38% (n = 300,000);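 note: 0% = full enzyme reaction and -100% = no-enzyme basal signal; the screen sought inhibitors and activators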
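Natural-substrate format: glycogen cleavage by 4 nM human enzyme, glucose read by Amplex Red coupling (Ex 573, Em 610 nm). Normalized to enzyme and no-enzyme controls.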
GAA spleen mod = inhibitors or activators of human alpha-glucosidase in spleen homogenate. P10253. actives 0.006% (n = 240,000). human spleen homogenate, 4-MU-alpha-glucoside fluorescence. Potency, µM (top dose mostly 79.9 µM), inactives show at the top dose activity change, negative = inhibition, usual class: inhibitors;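 note: 0% = enzyme with vehicle and -100% = no enzyme basal signal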
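Enzyme source: human spleen homogenate, 1 ug/well. Buffer 50 mM citric acid/K phosphate pH 5.0, 0.01% Tween-20. 4-MU-alpha-glucoside 1 mM; 37 C x 40 min; NaOH/glycine stop; fluorescence.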
GAA inh = inhibitors of human lysosomal alpha-glucosidase; P10253; purified human GAA, 4-MU-alpha-glucoside fluorescence; Potency, µM (highest dose often 76.9 µM), for the others: at the highest dose activity change, negative = inhibition, hits mostly inhibitors; actives 0.005% (n = 200,000);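 note: plate controls were uninhibited enzyme wells for no effect and no-enzyme background for full effect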
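Read-out is 4-methylumbelliferone fluorescence (Ex 365/Em 440 nm) after NaOH/glycine stop at pH 10. Enzyme 4 nM, substrate 400 uM, pH 5.0 citrate buffer, 20 min room temperature; AC50 from Hill-equation concentration-response.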
HTT ATP protect = Huntington cell model cytoprotection by ATP luminescence | PC12 HTT-Q103 induced, cytoprotection, ATP luminescence, 40 h | Potency, µM (doses to about 56.4 µM), inactives show cytoprotection (ATP increase), actives largely listed as activators | actives 0.14% (n = 230,000);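 note: % of control where 0% means no effect; nearly all actives have a fitted effect of over 45% in size; toxic huntingtin expression switched on by the ecdysone agonist tebufenozide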
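Rat PC12, Q103 Htt exon1-GFP fusion, ecdysone promoter; tebufenozide inducer 100 nM final; compound titration; qHTS, 1500 cells/well; ATPlite luminescent read.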
IMPase Li inh = IMPase inhibition in cells with lithium potentiation | Potency, µM (series often up to 59.4 µM), for the others: at the highest dose activity, negative = IMPase inhibition, usual class: inhibitors | CHO-M1 cells, IP1 TR-FRET (IP-One), carbachol + lithium | actives 0.35% (n = 210,000) | AID 1457;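 note: IP1 builds up when IMPase is blocked and the TR-FRET signal falls; plate controls were basal vehicle for no effect and high inhibitor control for full effect; nearly all actives have a fitted effect of over 50% in size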
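Readout is a homogeneous TR-FRET IP1 immunoassay (Ex 320, Em 665 and 620), where raised cytosolic IP1 lowers signal. Cells were CHO-M1 treated 30 min at 37C with test compounds plus a little lithium; AC50 values came from Hill-equation fitting.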
The depositor's hits bear a star; ? = inconclusive; . = not tested or not shown; & = joins results of further samples; [ ] = dose if it differs, or a comment. Unless noted, calls come from the whole dose curve; as a rule, active = well fitted curve in the direction sought with a large enough effect; inconclusive = small, poorly fitted or top-dose-only effect, or another doubt; inactive = no such curve, though single readings can be large; an effect the other way counts as inactive or inconclusive. Potency is the fitted concentration of half-maximal effect.

smiles,HTT ATP protect,GAA glycogen,GAA spleen mod,GAA inh,IMPase Li inh,GoLoco inh red,HttQ103 aggreg
Cc1cc(C)n(-c2cc(Cl)cc(Cl)c2)c(=O)c1C#N,15.2%[10 µM],2.9%,-4.0%,2.5%,3.0%,6.2%,-12.6%
O=C(NCCc1ccccc1)C1CCN(S(=O)(=O)c2cccnc2)CC1,17.0%,3.9%,-5.6%,1.1%[15.4 µM],32.5%[activator][38.3 µM],-5.6%,6.9%
COc1ccc(S(=O)(=O)n2nc(-n3c(C)ccc3C)c3c(F)cccc32)cc1OC,29.9%[10 µM],-19.2%,-0.7%,.,.,8.8%,11.8%[9.22 µM]
Cc1cc2nc(=O)c(/C=C3\C=Nc4ccccc43)c(N)n2o1,6.3%[10 µM],4.3%,0.0%,.,.,7.8%,15.8%[9.22 µM]
Cn1c(=O)n(C/C=C/c2ccccc2)c(=O)c2c1nc1n2CCCN1c1ccc(F)cc1,-38.4%[inhibitor][0.074 µM],2.5%,-4.6%,-5.1%,15.4%[38.3 µM],5.6%,?
O=C(c1ccc(F)cc1)N(C(=O)c1ccc(F)cc1)c1ncccn1,23.6%[10 µM],5.4%,4.0%,2.0%,1.6%,3.3%,0.6%
CCC(/C=N/NC(=O)c1ccccc1F)CC,-52.2%[inhibitor],2.5%,-6.0%,0.1%,11.2%,-3.5%,3.8%
CCC(C)NC(=S)Nc1ccccc1OC (configuration not stated),-18.3%[0.074 µM],1.5%,2.5%,1.5%,10.2%,6.0%,-8.6%
Cc1cccc(C(=O)NC(=S)NNC(=O)COc2ccc(Cl)cc2)c1,-68.6%[inhibitor],-19.3%,-8.7%,5.1%,0.7%,8.6%,-14.2%
O=C(O)c1ccc(C(=O)Nc2cccc(NC(=O)C3CCCO3)c2)cc1 (configuration not stated),4.8%[10 µM],14.6%,-0.3%,-8.0%,-17.2%[38.3 µM],4.2%,-9.6%
O=C(NC1CCCC1)c1ccccc1-c1ccccc1,-2.2%[10 µM],3.4%,-6.0%,?,2.0%,14.9%,13.9%
COc1ccc(C(=O)COC(=O)C(CCCCN2C(=O)C3C4C=CC(C4)C3C2=O)N2C(=O)C3C4C=CC(C4)C3C2=O)cc1 (configuration not stated),12.9%[10 µM],0.8%,-10.2%,0.5%,7.2%,2.8%,-2.7%
CCn1c(CNC(C)=O)nnc1SCC(=O)c1ccc(Br)cc1,-4.0%,-8.9%,-18.9%,-11.8%,11.6%[38.3 µM],3.0%,?
COCCNC(=O)CS(=O)(=O)Cc1nc(-c2ccc(C)cc2)oc1C,-35.5%,6.1%,5.2%,-2.2%,-0.1%[38.3 µM],0.8%,-16.2%
CC(C)NC(=O)C1CCN(C(=O)c2cc3sccc3n2Cc2ccc(F)cc2)CC1,0.8%[10 µM],-10.4%,0.5%,3.6%,28.8%[38.3 µM],6.8%,?
CC1CCN(CC(=O)Nc2ccc(N3CCCCCC3)cc2)CC1,-6.5%[10 µM],?,-6.2%,-4.3%,28.3%,-6.0%,1.4%[9.22 µM]
COc1cccc(CC(NC(C)=O)C(=O)NC2CCN(S(=O)(=O)c3ccc(NC(C)=O)cc3)CC2)c1 (configuration not stated),1.5%[10 µM],13.2%,-4.6%,-3.7%,-3.0%,9.5%,6.4%[9.22 µM]
CCCCNc1cc(Cl)nc(N)n1,-6.5%[10 µM],3.7%,-15.9%,.,.,1.9%,-23.9%[9.22 µM]
O=[N+]([O-])c1ccc(N2CCN(CCOc3nonc3-c3ccccc3)CC2)c(Cl)c1,14.1%,-9.4%,-2.0%,2.8%,5.5%[38.3 µM],9.1%,1.0%
O=C(CSc1nnc(-c2cccnc2)n1Cc1ccco1)N1CCc2ccccc21,12.4%[10 µM],2.9%,-6.0%,-2.9%,3.5%[38.3 µM],13.3%,5.0%
COCCn1nnnc1CN1CCOCC1,-6.8%[10 µM],1.8%,-5.3%,-3.2%,-17.7%[38.3 µM],-2.8%,-7.1%
Cc1cccc(N(C)C(=O)c2coc(=O)c3ccccc23)c1,4.0%[10 µM],-0.1%,-11.6%,0.2%,11.7%[38.3 µM],-5.7%,-5.4%
CCOc1ccc(C(=O)Cc2cc(OC)c(OC)cc2[N+](=O)[O-])cc1,-19.9%,9.0%,-7.4%,-1.5%,-1.2%[38.3 µM],0.5%,5.0%
O=c1cc(COc2ncnc3c(Cl)cc(Cl)cc23)nc2sccn12,-9.1%[10 µM],0.8%,-7.0%,-3.7%,.,4.9%,1.5%[9.22 µM]
COc1ccc(C2CC(c3ccc(F)cc3)Nc3nc(N)nn32)cc1 (configuration not stated),3.5%[10 µM],-6.3%,-2.7%,4.8%,2.5%,12.3%,18.3%
O=C(c1ccc(Cl)nc1)N1CCN(S(=O)(=O)c2ccccc2)CC1,-9.6%[10 µM],0.3%,-6.3%,.,.,0.3%,-4.9%[9.22 µM]
CC1(C)CC(=O)C/C(=N\NC(=O)c2cccs2)C1,32.2%[10 µM],0.6%,-10.6%,-8.5%,0.3%,-5.9%,20.5%
CCCNC(=O)Nc1ccc2c(c1)N(C)C(=O)c1ccccc1S2,-0.2%,3.9%,-8.0%,-3.0%,17.7%[38.3 µM],1.2%,-4.3%
O=C(Nc1nc(-c2ccc(Cl)cc2)cs1)C1CCCO1 (configuration not stated),.,3.3%,2.8%,-8.4%,-0.3%,1.9%,-10.8%
Nc1cc(Nc2ccc(Br)cc2)nc(N)n1,5.5%[10 µM],0.7%,-1.9%,.,.,3.7%,-17.9%[9.22 µM]
O=C(Nc1ccc(N2CCOCC2)cc1)C1CC(=O)N(c2ccc(Cl)cc2)C1 (configuration not stated),-34.5%[inhibitor],3.1%,-2.2%,4.7%,-2.4%,-10.5%,1.3%
COc1cc(/C=C/C(=O)OCC(=O)N2CCOCC2)ccc1OCC#N,-21.9%[10 µM],6.8%,-12.0%,?,24.6%,-1.1%,21.4%
COc1ccc(-c2ccc(=O)n(CC(=O)NCc3ccco3)n2)cc1,-17.4%,6.3%,1.3%,-4.7%,-14.2%[38.3 µM],3.3%,5.4%
Cn1c(=O)n(C)c2cc([N+](=O)[O-])c(N3CCN(C(=O)C(C)(C)C)CC3)cc21,-14.7%[10 µM],17.8%,-3.1%,9.3%,9.4%,10.9%,-5.4%[9.22 µM]
CSc1ccc2c(c1)N(CCC1CCCCN1C)c1ccccc1S2 (configuration not stated),?,4.2%,3.7%&-9.4%&4.9%&-4.7%,-3.2%[15.4 µM],29.4%&41.5%&14.0%&48.6%,4.9%&44.2%&-4.5%&9.0%,?
COc1cc(/C=N/N=C/c2c[nH]c(=O)c(C#N)c2Nc2ccccc2)ccc1O,2.4%[10 µM],-0.9%,-1.5%,.,.,3.5%,-1.3%[9.22 µM]
COC(=O)C1=C(C)NC(=O)NC1c1ccsc1 (configuration not stated),16.1%,-1.8%,10.9%,-6.3%,?,4.3%,3.0%
O=C(CN1CCCCCC1)Nc1cccc([N+](=O)[O-])c1,-4.8%,14.4%,4.2%,9.6%,-3.8%,5.2%,3.7%
CCCc1cc(=O)[nH]c(SCC(=O)N2N=C(c3ccc(Cl)cc3)CC2c2ccco2)n1 (configuration not stated),13.8%[10 µM],-5.1%,-1.3%,6.8%,17.3%,59.4%[activator],-3.0%
Cc1ccc2oc(=O)c3cc(C(=O)N4CCN(C)CC4)sc3c2c1,-9.4%[10 µM],7.1%,5.4%,.,.,5.3%,-19.3%[9.22 µM]

Whole records from above. Order of screens: HTT ATP protect, GAA glycogen, GAA spleen mod, GAA inh, IMPase Li inh, GoLoco inh red, HttQ103 aggreg
`COc1cc(/C=N/N=C/c2c[nH]c(=O)c(C#N)c2Nc2ccccc2)ccc1O` is listed with 2.4%[10 µM], -0.9%, -1.5%, ., ., 3.5%, -1.3%[9.22 µM]
`O=C(CN1CCCCCC1)Nc1cccc([N+](=O)[O-])c1` is listed with -4.8%, 14.4%, 4.2%, 9.6%, -3.8%, 5.2%, 3.7%

Carrying on.
smiles,HTT ATP protect,GAA glycogen,GAA spleen mod,GAA inh,IMPase Li inh,GoLoco inh red,HttQ103 aggreg
COc1ccc(-c2nc(-c3ccccc3)ncc2S(C)(=O)=O)cc1,13.3%[10 µM],1.2%,9.1%,5.0%,-3.5%,20.4%,3.6%
COc1ccc(C(=O)Nc2ncc3c(n2)CC(c2ccco2)CC3=O)cc1 (configuration not stated),-22.3%,7.4%,-3.7%,-5.4%,5.4%[38.3 µM],-1.9%,-10.0%
CCOC(=O)c1c(C)[nH]c(C)c1C(=O)COC(=O)c1cccc(S(=O)(=O)N(CC)CC)c1,-4.8%,-17.4%,-5.1%,-4.9%,10.0%[38.3 µM],-1.4%,8.9%
O=C(CSCc1n[nH]c(=O)[nH]1)NCCOc1cccc(Oc2ccccc2)c1,-1.6%[0.074 µM],3.8%,-2.1%,3.4%,-5.7%[38.3 µM],10.0%,-16.8%
COc1ccc(NC(C)C(=O)Nc2ccc(C(C)(C)C)cc2)cc1Cl (configuration not stated),2.1%,-4.3%,4.4%,?,26.1%[38.3 µM],-3.6%,-26.0%
COC(=O)c1sc(NC(=O)COc2cccc3ccccc23)nc1C,-19.9%,-0.7%,-4.2%,-1.0%,3.4%[38.3 µM],-9.2%,1.7%
CCOc1cc(CNc2ccc(N3CCCCC3)cc2)cc(Br)c1OCC(=O)NC(C)(C)C,-9.5%[0.074 µM],8.0%,-9.3%,-6.6%,11.2%,-1.6%,25.1%
O=C(Oc1ccccc1)N1CCC2(CC1)CCN(c1ccccn1)CC2,-14.6%,.,-3.8%,.,24.3%,-4.6%,.
CC(C)(C)n1ncc2c(=O)n(CC(=O)OCc3ccccc3)cnc21,-2.0%,7.8%,-11.0%,5.4%,11.3%[38.3 µM],-10.5%,4.9%

Bioassay records (PubChem BioAssay)

Only part of the results is shown. The share of hits here may be higher or lower than overall.
